# Bioassay records as filed in PubChem.
# GPR55 LPI antagonism: GPR55 antagonists blocking LPI-driven arrestin recruitment, primary screen, imaging, U2OS, beta-arrestin-GFP, LPI agonist (AID 2013) | U2OS GPR55 beta-arrestin-GFP translocation imaging, LPI antagonism; higher % means a stronger effect | one-dose inhibition, % at 10 µM; IC50 in µM for titrated hits | 290,000 compounds, 0.13% hits;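 active = spots per cell inhibited over 60%, with over 100 cells counted and total cytoplasm intensity under 500,000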;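 also: U2OS cells stably carrying GPR55 and arrestin-GFP stimulated by 5 µM LPI near EC80; imaged beta-arrestin-GFP aggregate spots per cell after agonist stimulation; plate controls were LPI-stimulated DMSO wells for no effect and DMSO wells without LPI for full effect; some results filed as inactive read as strong as hits; confirmed hits need IC50 under 10 µM and bright autofluorescent wells are also inconclusive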
# NOD1 inhibition: NOD1 signaling inhibitors, primary screen, cell-based, luminescence, uHTS (AID 1578); NOD1-driven NF-kB luciferase reporter cells, luminescence; higher % means a stronger effect; inhibition, % at 4 µM, or EC50 in µM where a hit was titrated; 290,000 compounds, 1% hits; in the data active = inhibition mostly above about 36%, no sharp cut-off; inactive = mostly below about 34%;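 also: HEK-293T reporter cells stimulated with the NOD1 agonist gamma-tri-DAP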
# KOR beta-arrestin-1: KOR antagonists, beta-arrestin recruitment, cell-based, luminescence, uHTS (AID 1778); Kappa-type opioid receptor (Homo sapiens); KOR beta-arrestin recruitment, luminescence, antagonist mode; higher % means a stronger effect; inhibition, % at 10 µM, or IC50 in µM where a hit was titrated; 290,000 compounds, 0.091% hits; also: strong numbers were not always called active
# KOR beta-arrestin-2: KOR agonists, beta-arrestin recruitment, primary screen, cell-based, luminescence, uHTS (AID 1777); KOR beta-arrestin recruitment, luminescence; higher % means a stronger effect; activation, % at 10 µM, or EC50 in µM where a hit was titrated; 280,000 compounds, 0.02% hits; in the data active = activation above about 50%, passing the limit was not always enough; also: a part of the inactive calls stands beside numbers as strong as those of hits
# HIV peptide binding: inhibitors of HIV fusion peptide binding, primary screen, biochemical, uHTS, fluorescence dequenching (AID 1986) | cell-free peptide binding, fluorescence dequenching, 30 min; higher % means a stronger effect | 290,000 compounds, 0.3% hits | inhibition, % at 20 µM; hits with a dose series show IC50 in µM; in the data active = inhibition mostly above about 52%, no sharp cut-off; inactive = mostly below about 76%; also: some results filed as inactive read as strong as hits
# Large T inhibition: SV40 large T antigen inhibitors, biochemical (AID 1903) | SV40 large T antigen ATPase/helicase inhibition assay; higher % means a stronger effect | inhibition, % at 20 µM, or IC50 in µM where a hit was titrated | 310,000 compounds, 0.39% hits; in the data active = a potency from the dose series; also: strong numbers were not always called active
# MgcRacGAP inhibition: MgcRacGAP GTPase-activating activity inhibitors, confirmation, biochemical, ADP Hunter fluorescence; Rac GTPase-activating protein 1 (Homo sapiens); MgcRacGAP-stimulated Rac1 GTP hydrolysis, ADP Hunter fluorescence; higher % means a stronger effect; GST-tagged Rac1 F28L mutant substrate; inhibition, % at 30 µM; hits with a dose series show IC50 in µM; 340,000 compounds, 0.6% hits; AID 624330, 2012;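 active = first-screen hits whose inhibition reached a set limit at any dose in the follow-up dose series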;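 also: fluorescence reports GDP produced by GAP-driven GTP hydrolysis; strong numbers were not always called active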
# GPR55 beta-arrestin: GPR55 agonists via beta-arrestin recruitment, primary screen, imaging, U2OS cells, beta-arrestin-GFP redistribution (AID 1961); U2OS GPR55 beta-arrestin-GFP redistribution imaging; higher % means a stronger effect; activation, % at 10 µM; hits with a dose series show EC50 in µM; 290,000 compounds, 0.048% hits;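 active = activation above 40% with more than 50 cells counted in the well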;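 also: U2OS osteosarcoma cells stably expressing GPR55 and beta-arrestin-GFP; plate controls were DMSO negative control for no effect and LPI positive control for full effect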
# NOD2 inhibition: NOD2 signaling inhibitors, cell-based, luminescence, uHTS, HEK293 (AID 1566); 290,000 compounds, 0.63% hits; one-dose inhibition, % at 4 µM; EC50 in µM for titrated hits; HEK293 NOD2/NF-kB luciferase reporter, luminescence; higher % means a stronger effect; also: many of its hits are not listed in these tables
# * marks the source's active call; other numbers are inactive results; · = not tested or not shown; [ ] = dose if it differs, or a comment. Rule as the data show it, unless noted: active = inhibition above about 50%; inactive = the rest. These rows are one share of the data; count on the stated rates, not on these rows.
SMILES,GPR55 LPI antagonism,NOD1 inhibition,KOR beta-arrestin-1,KOR beta-arrestin-2,HIV peptide binding,Large T inhibition,MgcRacGAP inhibition,GPR55 beta-arrestin,NOD2 inhibition
CCN1CCN(C(CNS(=O)(=O)c2ccc(C)cc2)c2cccnc2)CC1 (stereo not drawn),11%,-28%,-7%,0.0%,0.6%,12%,7%,0.3%,2%
COc1cccc(C(=O)Nc2nc3ccccc3[nH]2)c1,0%,37%,-8%,0.9%,-1.1%,18%,9%,-0.2%,-91%
C#CCNC(=O)/C=C/c1ccc(OC)cc1,9%,-64%,1%,-0.6%,1.6%,10%,10%,0.2%,-25%
O=C(O)c1ccccc1-n1c2ccccc2c2ccccc21,15%,-13%,13%,3.0%,3.8%,4%,2%,0.0%,-1%
Cc1ccc(-n2cc(-c3ccccc3)c3c(N4CCN(C)CC4)ncnc32)cc1,13%,-21%,-18%,-3.6%,-0.3%,6%,9%,-1.0%,-2%
COC(C(=O)NC1CC1)c1ccccc1 (stereo not drawn),-3%,-24%,10%,0.1%,3.9%,5%,-1%,-0.5%,-13%
Cc1cccc(-c2nc(=S)c3c(o2)CCCC3)c1,-12%,-75%,-34%,7.1%,-3.5%,15%,9%,0.2%,-73%
CCCn1c(=O)[nH]c(=O)c2c1nc(-c1ccc(C#N)cc1)n2CCOC,9%,-25%,-10%,-3.7%,-0.1%,6%,11%,0.2%,-1%
Cc1nnc(SCC(=O)N2c3ccccc3C(C)(c3ccccc3)CC2(C)C)s1 (stereo not drawn),12%,5%,9%,0.8%,0.7%,4%,2%,0.2%,2%
Cc1ccccc1-c1nc(CS(=O)(=O)CC(=O)NCCN2CCCC2)c(C)o1,2%,-2%,-11%,9.5%,1.3%,3%,-6%,-0.1%,15%
COC(=O)c1ccc(N2CCN(C)CC2)c(NC(=O)c2cccnc2)c1,-2%,-37%,-14%,-4.0%,2.8%,0%,3%,-0.6%,5%
Cc1ccc(NC(=O)C/C(N)=N/O)cc1C,-2%,·,-1%,1.5%,-4.9%,-3%,1%,-0.2%,1%
Fc1ccc(CNC(=S)NC2CCCC2)cc1,-9%,-8%,1%,4.1%,-0.2%,7%,10%,-0.2%,18%
Cc1ccc(NC(=O)CSc2sc3c(O)cc(=O)[nH]c3c2C#N)c(F)c1,-6%,-7%,-5%,-5.5%,30%,2%,15%,0.1%,6%
N#C/C(=C\c1ccc(OCCN2CCOCC2)cc1)C(=O)Nc1ccccc1,11%,-36%,-11%,4.0%,1.6%,24%,5%,-0.1%,1%
O=C(CCCn1c(=S)[nH]c2cc3c(cc2c1=O)OCO3)N1CCN(c2ncccn2)CC1,20%,-21%,-24%,1.8%,-1.2%,3%,-9%,-2.3%,14%
Clc1ccc(Cn2ncc3c(N4CCCCC4)ncnc32)cc1,10%,·,-19%,1.9%,0.8%,3%,11%,0.0%,-20%
COc1ccc(/C=C2\SC(=S)N(CCC(=O)NCCc3ccc(O)cc3)C2=O)cc1,4%,-8%,-15%,-2.4%,1.8%,11%,0%,0.3%,-14%
COc1ccccc1C(=O)NC(=S)Nc1ccccc1N1CCCCC1,-3%,-2%,11%,5.6%,-1.2%,24%,3%,-0.1%,20%
CCC(=O)NCCCOc1ccccc1,10%,-36%,-16%,5.5%,-0.2%,2%,12%,-0.2%,-17%
COc1cccc(C(=O)C2CCCN(C(=O)CCC3=NNC(=O)CC3)C2)c1 (stereo not drawn),0%,-15%,-19%,-0.6%,0.3%,2%,2%,-0.2%,-27%
CSc1ccccc1C(=O)NC1CCSc2ccccc21 (stereo not drawn),4%,-11%,-4%,-1.0%,1.3%,4%,6%,-0.3%,-2%
FC(F)(F)c1nc2ccccc2nc1N/N=C\c1ccccc1,-1%,4%,-19%,-1.1%,-5.3%,30%,-5%,0.0%,-22%
CCOC(=O)c1cc(N)cc([N+](=O)[O-])c1,15%,1%,29%,-2.4%,-2.2%,1%,4%,-0.2%,-14%
CCN=C1Sc2nc3ccc(OCC)cc3cc2CN1CCOC,-1%,-3%,-28%,-3.8%,-0.2%,2%,-4%,0.1%,13%
COc1ccc(CCNC(=O)C2CCN(S(=O)(=O)c3c(C)noc3C)CC2)cc1OC,4%,-28%,-8%,4.0%,-0.9%,29%,-3%,-0.2%,-4%
COc1ccc(CCn2c(N)cc(=O)[nH]c2=O)cc1OC,-6%,-15%,0%[20 µM],-5.1%,1.1%,3%,-5%,-0.1%,-4%
COc1ccc(CCNC(=O)CN(c2ccc(OC)c(OC)c2)S(=O)(=O)c2ccccc2)cc1OC,16%,-8%,5%,0.2%,1.4%,24%,4%,0.3%,-26%
O=C(NNc1c(Cl)cncc1Cl)c1cccs1,-11%,-9%,7%,·,-2.4%,3%,13%,0.1%,10%
Cc1cc(=O)oc2cc(OCC3CC(c4ccccc4)=NO3)ccc12 (stereo not drawn),0%,-24%,10%,-2.8%,-1.8%,6%,4%,-0.1%,-18%
Cc1cc(C)nc(-n2nc(C)cc2NC(=O)CNCc2ccccc2)n1,-5%,-20%,14%,-5.0%,-2.1%,7%,5%,-0.4%,-2%
CCOc1ccc(NC(=O)c2sc(NC(C)=O)c(C(=O)OC)c2C)cc1,15%,-48%,-28%[20 µM],-3.1%,-0.1%,-12%,9%,0.2%,-31%
CN1C(=O)CSc2ccc(NC(=O)N3CCc4ccccc43)cc21,7%,12%,-24%,-1.9%,0.6%,-8%,9%,0.0%,21%
Cc1nc(SCC(=O)N2CCCc3ccccc32)c2oc3ccccc3c2n1,9%,0%,-4%,5.0%,2.3%,1%,9%,-0.2%,-6%
O=C(CN1CCN(c2ccccn2)CC1)N1CCc2ccccc21,-2%,-25%,7%,-5.0%,-2.5%,0%,4%,0.2%,5%
COc1ccccc1OCC(=O)Nc1ccc(S(=O)(=O)N2CCCC2)cc1,-11%,-26%,-6%,-0.4%,0.7%,11%,6%,0.0%,-6%
O=S(=O)(/C=C/c1ccccc1)NC1CCCCCC1,-14%,12%,-19%[20 µM],-3.3%,-0.2%,2%,·,0.6%,19%
Cc1ccc(Sc2c(C(=O)Nc3ccc(F)cc3F)c(C(F)(F)F)nn2C)cc1,-12%,9%,-23%,8.5%,1.5%,14%,7%,0.0%,2%
Cc1cc(NC(=O)CS(=O)(=O)c2cn(Cc3cccc(F)c3)c3ccccc23)no1,5%,4%,15%,8.6%,-1.4%,3%,3%,-0.1%,7%
Cc1ccc(CS(=O)(=O)CCC(=O)NCCCN2CCCC2=O)cc1,6%,-27%,-30%,3.3%,-0.9%,4%,11%,-0.1%,-7%

# Reprinted from above (2 entries):
SMILES,GPR55 LPI antagonism,NOD1 inhibition,KOR beta-arrestin-1,KOR beta-arrestin-2,HIV peptide binding,Large T inhibition,MgcRacGAP inhibition,GPR55 beta-arrestin,NOD2 inhibition
O=C(CN1CCN(c2ccccn2)CC1)N1CCc2ccccc21,-2%,-25%,7%,-5.0%,-2.5%,0%,4%,0.2%,5%
COc1ccccc1OCC(=O)Nc1ccc(S(=O)(=O)N2CCCC2)cc1,-11%,-26%,-6%,-0.4%,0.7%,11%,6%,0.0%,-6%

# The list continues:
# Every second line gives: GPR55 LPI antagonism	NOD1 inhibition	KOR beta-arrestin-1	KOR beta-arrestin-2	HIV peptide binding	Large T inhibition	MgcRacGAP inhibition	GPR55 beta-arrestin	NOD2 inhibition
CCOC(=O)c1ccc(-n2c(CN3CCOCC3)nc3ccc([N+](=O)[O-])cc3c2=O)cc1
→ 11%	-4%	10%	-2.3%	-0.4%	6%	-8%	-0.3%	4%
Cc1ccc(-c2cc(C(=O)N3CCc4ccccc4C3)no2)cc1
→ 16%	-21%	-25%[20 µM]	-5.3%	0.3%	8%	8%	0.5%	14%
COc1cn(-c2ccccc2)nc1C(=O)Nc1ccc(C)cc1Cl
→ 6%	-5%	-19%	12%	-0.6%	4%	11%	-0.1%	27%
Cc1ccc(/C=C2/SC(=S)N(CCCC(=O)Nc3cc([N+](=O)[O-])ccc3O)C2=O)cc1
→ 6%	71%*	-9%	11%	10%	5%	4%	-0.1%	38%
O=C(CC1C(=O)NCCN1Cc1cccc(Oc2ccccc2)c1)NCCn1cccn1 (stereo not drawn)
→ -3%	-28%	6%	-4.7%	0.4%	0%	1%	0.2%	20%
COc1cccc(-c2nnn(CC(=O)Nc3cc(OC)c(NC(=O)c4ccco4)cc3OC)n2)c1
→ -23%	-30%	19%	36%	-1.6%	10%	7%	0.3%	13%
CCc1ccccc1N(CC(=O)Nc1cccc(N(C)S(C)(=O)=O)c1)S(C)(=O)=O
→ 6%	-3%	-21%	-1.6%	-0.3%	-4%	4%	0.0%	-8%
CC(Oc1ccc(Cl)cc1Cl)C(=O)NC1=NN(c2ccccc2)C(=O)C1 (stereo not drawn)
→ 0%	-1%	10%	0.3%	59%	22%	4%	0.3%	-7%

# Structural class, those above with two or more sulfur atoms.
# Every second line gives: GPR55 LPI antagonism	NOD1 inhibition	KOR beta-arrestin-1	KOR beta-arrestin-2	HIV peptide binding	Large T inhibition	MgcRacGAP inhibition	GPR55 beta-arrestin	NOD2 inhibition
Cc1nnc(SCC(=O)N2c3ccccc3C(C)(c3ccccc3)CC2(C)C)s1 (stereo not drawn)
→ 12%	5%	9%	0.8%	0.7%	4%	2%	0.2%	2%
Cc1ccc(NC(=O)CSc2sc3c(O)cc(=O)[nH]c3c2C#N)c(F)c1
→ -6%	-7%	-5%	-5.5%	30%	2%	15%	0.1%	6%
COc1ccc(/C=C2\SC(=S)N(CCC(=O)NCCc3ccc(O)cc3)C2=O)cc1
→ 4%	-8%	-15%	-2.4%	1.8%	11%	0%	0.3%	-14%
CSc1ccccc1C(=O)NC1CCSc2ccccc21 (stereo not drawn)
→ 4%	-11%	-4%	-1.0%	1.3%	4%	6%	-0.3%	-2%
Cc1ccc(/C=C2/SC(=S)N(CCCC(=O)Nc3cc([N+](=O)[O-])ccc3O)C2=O)cc1
→ 6%	71%*	-9%	11%	10%	5%	4%	-0.1%	38%
CCc1ccccc1N(CC(=O)Nc1cccc(N(C)S(C)(=O)=O)c1)S(C)(=O)=O
→ 6%	-3%	-21%	-1.6%	-0.3%	-4%	4%	0.0%	-8%
